Compound activity as filed in PubChem.
ALOX12 inh – Primary qHTS assay for inhibitors of human arachidonate 12S-lipoxygenase (ALOX12): Round 2; purified 12hLO, xylenol orange hydroperoxide absorbance; AID 1671190, 2021; Potency, µM (top dose mostly 108 µM), for the others: top-dose activity change, negative = inhibition, most hits filed as inhibitors; Polyunsaturated fatty acid lipoxygenase ALOX12 (Homo sapiens), P18054; 580,000 tested, 1.1% active; further: potency means the concentration at half of the fitted maximal effect; on the % scale 0 is the no-effect control and ±100 the full control effect
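Purified human 12hLO at 150 nM in 25 mM Hepes, 0.01% Triton X-100, pH 7.0, preincubated 15 min at room temperature with compound. Reaction started with 40 uM arachidonic acid, 30 min at room temperature. Hydroperoxide measured by Fe-xylenol orange, 573/405 nm absorbance ratio.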
Apoferritin bind – qHTS Assay for Identification of Novel General Anesthetics. Potency, µM (doses to about 77.5 µM), for the others: at the top dose activity change, negative = displacement, usual class: inhibitors. apoferritin/1-aminoanthracene competitive binding, fluorescence. 350,000 tested, 0.074% active; further: potency means the concentration at half of the fitted maximal effect; on the % scale 0 is the no-effect control and ±100 the full control effect; nearly all actives have a fitted effect of over 20% in size
Target sequence (P02791 2-175 limits assumed): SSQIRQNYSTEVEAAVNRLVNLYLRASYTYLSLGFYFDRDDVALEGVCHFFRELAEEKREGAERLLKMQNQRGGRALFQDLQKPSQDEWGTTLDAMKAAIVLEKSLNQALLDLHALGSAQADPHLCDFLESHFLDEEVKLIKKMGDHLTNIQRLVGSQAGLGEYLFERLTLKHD
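Read-out: endpoint 1-AMA fluorescence, excitation 380 nm and emission 535 nm, after compounds sit 10 min at room temperature with 10 uM horse-spleen apoferritin in 50% saturated 1-AMA/PBS. Values come from four-parameter Hill fits.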
POLK inh – qHTS for Inhibitors of Polymerase Kappa. DNA polymerase kappa (Homo sapiens), Q9UBT6. purified Pol kappa, fluorescent DNA synthesis assay, 10 min. Potency, µM (series often up to 107 µM), without a hit: top-dose activity, negative = inhibition, actives largely listed as inhibitors. 400,000 tested, 0.53% active. AID 588579, 2011; further: potency means the concentration at half of the fitted maximal effect; on the % scale 0 is the no-effect control and ±100 the full control effect
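Kinetic fluorescence screen: compound preincubated 15 min RT with 10 nM enzyme; 50 nM substrate (final) initiates; reads at 0/10 min.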
TRHR ag – qHTS for Small Molecule Agonists and Allosteric Enhancers of Human TRH Receptor: Primary Screen for Agonists; Thyrotropin-releasing hormone receptor (Homo sapiens), P34981; TRHR cells, calcium flux fluo-8, FDSS agonist mode; activation, % at 2 µM; 360,000 tested, 0.18% active; AID 493084, 2011; in the data active means activation above about 30%; further: 0% is about no effect
Target sequence (P34981 whole entry, looked up): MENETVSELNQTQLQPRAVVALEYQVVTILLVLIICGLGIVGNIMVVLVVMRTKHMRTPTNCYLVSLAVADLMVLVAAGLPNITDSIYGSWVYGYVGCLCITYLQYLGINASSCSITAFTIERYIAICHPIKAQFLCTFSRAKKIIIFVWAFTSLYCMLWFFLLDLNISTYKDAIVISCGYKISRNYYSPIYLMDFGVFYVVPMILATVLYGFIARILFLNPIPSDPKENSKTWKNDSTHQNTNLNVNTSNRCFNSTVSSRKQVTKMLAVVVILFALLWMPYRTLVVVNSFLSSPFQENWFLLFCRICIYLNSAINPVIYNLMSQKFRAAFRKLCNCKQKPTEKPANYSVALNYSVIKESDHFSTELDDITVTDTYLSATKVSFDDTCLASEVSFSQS
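Read-out: compound-evoked intracellular calcium rise in TRHR cells, fluo-8 dye, kinetic FDSS fluorescence at 1 s/cycle following a 10-cycle baseline. Cells cultured overnight before dye loading (30 min–1.5 h, RT).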
BLM helicase inh – qHTS Assay for Inhibitors of Bloom's syndrome helicase (BLM); RecQ-like DNA helicase BLM (Homo sapiens), P54132; recombinant BLM DNA unwinding, fluorescence dequenching; Potency, µM (highest dose often 56.1 µM), for the others: at the top dose activity change, negative = inhibition, most hits filed as inhibitors; 350,000 tested, 0.2% active;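 further: potency means the concentration at half of the fitted maximal effect; plate controls were vehicle for no effect and no enzyme for full effect; nearly all actives have a fitted effect of over 35% in size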
POLI inh – qHTS for Inhibitors of Polymerase Iota; DNA polymerase iota (Homo sapiens), Q9UNA4; Pol iota fluorescent replication assay, 10 min; Potency, µM (doses to about 115 µM), for inactives: at the highest dose activity, negative = inhibition, hits mostly inhibitors; 390,000 tested, 1% active; AID 588590, 2011; further: potency means the concentration at half of the fitted maximal effect
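Pol iota at 10 nM preincubated 15 min with compounds at room temperature; reaction started with fluorescent substrate, 50 nM final. Fluorescence read kinetically at 0 and 10 min; buffer-only wells as negative control.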
ERG Ets-DNA blk – qHTS for Small Molecule Inhibitors of the ERG Ets/DNA interaction | 370,000 tested, 0.028% active | AID 624246, 2012 | fluorescence polarization, His-ERG Ets domain / labelled DNA | Transcriptional regulator ERG (Homo sapiens), P11308 | Potency, µM (highest dose often 76.9 µM), without a hit: top-dose FP activity, negative = inhibition, usual class: inhibitors; active means well fitted inhibition curve with a large enough effect in the polarisation, with a control signal flat; inconclusive means small, poorly fitted or top-dose-only effect, or effect the other way, or a change in a side signal; inactive means no such curve, though single readings can be large or run the other way; the % refers to the polarisation;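 further: polarization taken with two DNA probes labelled with fluorescein and Texas red; potency means the concentration at half of the fitted maximal effect; % of control where 0% means no effect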
Target sequence (P11308 whole entry, looked up, the tested form may be a part): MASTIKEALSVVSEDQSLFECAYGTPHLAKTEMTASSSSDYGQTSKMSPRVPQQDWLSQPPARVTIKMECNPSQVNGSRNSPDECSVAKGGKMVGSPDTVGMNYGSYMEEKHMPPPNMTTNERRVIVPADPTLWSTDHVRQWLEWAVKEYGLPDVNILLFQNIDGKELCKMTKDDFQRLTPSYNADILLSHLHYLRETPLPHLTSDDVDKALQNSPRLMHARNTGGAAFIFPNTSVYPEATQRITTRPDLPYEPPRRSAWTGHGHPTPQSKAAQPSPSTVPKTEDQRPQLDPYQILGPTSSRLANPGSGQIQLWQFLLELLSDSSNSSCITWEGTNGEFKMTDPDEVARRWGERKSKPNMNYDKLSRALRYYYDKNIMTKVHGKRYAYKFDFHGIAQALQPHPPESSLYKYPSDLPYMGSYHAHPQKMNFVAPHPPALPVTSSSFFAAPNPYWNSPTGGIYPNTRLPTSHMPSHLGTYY
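His-tagged ERG Ets domain (1 uM in the protein solution; 300mM KCl, 50mM Tris-HCl, 1mM EDTA, 1mM DTT, pH 7.5) received compound, then a probe mix of 5 nM fluorescein-DNA and 100nM Texas-615-DNA. Fluorescence polarization was read for both dyes.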
APEX1 inh – qHTS Assay for Inhibitors of the Human Apurinic/apyrimidinic Endonuclease 1 (APE1). AID 2517, 2012. 350,000 tested, 0.35% active. Potency, µM (series often up to 65.8 µM), without a hit: top-dose activity change, negative = inhibition, most hits filed as inhibitors. recombinant APE1, TAMRA/BHQ-2 abasic DNA cleavage fluorescence. DNA repair nuclease/redox regulator APEX1 (Homo sapiens), P27695;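 further: potency means the concentration at half of the fitted maximal effect; plate controls were vehicle for no effect and reference inhibitor for full effect; nearly all actives have a fitted effect of over 55% in size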
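Enzyme (0.75 nM final) and test compound are incubated 15 min at room temperature before adding 50 nM quenched THF abasic-site duplex. Cleavage dequenches TAMRA, followed at 525/598 nm over three reads one minute apart.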
Pol beta inh – qHTS Assay for Inhibitors of DNA Polymerase Beta; Pol beta primer extension/strand displacement, fluorescence kinetic; Potency, µM (series often up to 114 µM), for the others: top-dose activity change, negative = inhibition, actives largely listed as inhibitors; 340,000 tested, 1.3% active; further: potency means the concentration at half of the fitted maximal effect; on the % scale 0 is the no-effect control and ±100 the full control effect
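Kinetic readout of DNA synthesis with strand displacement by Pol beta. Compound and 10 nM enzyme sit 15 min at room temperature; 50 nM substrate starts the reaction, read immediately and at 10 min.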
Numbers without * were called inactive; i = inactive; ? = inconclusive; . = not tested or not shown; [ ] = dose if it differs, or a comment. Unless noted, the call rests on the fitted dose curve; in most records, active means well fitted curve in the direction sought with a large enough effect; inconclusive means small, poorly fitted or top-dose-only effect, or another doubt; inactive means no such curve, though single readings can be large; an effect the other way counts as inactive or inconclusive. This is a subset; rates above refer to the full screens.

Preview (3 entries):
ALOX12 inh	Apoferritin bind	POLK inh	TRHR ag	BLM helicase inh	POLI inh	Compound	ERG Ets-DNA blk	APEX1 inh	Pol beta inh
12%	155%[activator]	-19%	0.9	-18%	10%	Cc1ccc(NC(=O)c2cnc(N3CCN(c4ccccn4)CC3)c3ccccc23)c(Br)c1	4%	5%	5%
?	-8%	-4%	-0.4	-1%	-2%	COc1cc(CCC(=O)NCc2ccc(Cl)cc2)cc(OC)c1OC	-10%	3%	29%
4%	-10%	-8%	0.6	0%	29%	COc1ccccc1C(=O)NCC(c1cccnc1)N(C)C (stereo not drawn)	-4%	-1%	36%

Main list (from the top)
ALOX12 inh	Apoferritin bind	POLK inh	TRHR ag	BLM helicase inh	POLI inh	Compound	ERG Ets-DNA blk	APEX1 inh	Pol beta inh
12%	155%[activator]	-19%	0.9	-18%	10%	Cc1ccc(NC(=O)c2cnc(N3CCN(c4ccccn4)CC3)c3ccccc23)c(Br)c1	4%	5%	5%
?	-8%	-4%	-0.4	-1%	-2%	COc1cc(CCC(=O)NCc2ccc(Cl)cc2)cc(OC)c1OC	-10%	3%	29%
4%	-10%	-8%	0.6	0%	29%	COc1ccccc1C(=O)NCC(c1cccnc1)N(C)C (stereo not drawn)	-4%	-1%	36%
373%[activator]	-2%	-10%	0.4	-4%	18%	Cc1cc(Cl)c(S(=O)(=O)NC2CCCC2)cc1OCC(N)=O	7%	-2%	40%
2%	-9%	3%	-0.1	-1%	9%	CCCCC(=O)Nc1nc(C)c(C(C)=O)s1	-5%	-4%	-4%
?	.	0%	.	.	-2%	Cc1c(-c2ccccc2)cnc2c(C)cccc12	0%	.	.
44%	2%	6%	-1.4	-5%	-16%	COCCN1C(=O)c2cc(C(=O)Nc3ccc(C)c(F)c3)ccc2C1Nc1ccc(C)c(F)c1 (stereo not drawn)	1%	2%	-7%
40%[activator]	-6%	-8%	-0.4	-3%	-10%	COc1ccc(NC(=S)N(CCc2c(C)[nH]c3ccccc23)Cc2ccco2)cc1	3%	12%	14%

The final 3 records of the part above open the next one:
ALOX12 inh	Apoferritin bind	POLK inh	TRHR ag	BLM helicase inh	POLI inh	Compound	ERG Ets-DNA blk	APEX1 inh	Pol beta inh
?	.	0%	.	.	-2%	Cc1c(-c2ccccc2)cnc2c(C)cccc12	0%	.	.
44%	2%	6%	-1.4	-5%	-16%	COCCN1C(=O)c2cc(C(=O)Nc3ccc(C)c(F)c3)ccc2C1Nc1ccc(C)c(F)c1 (stereo not drawn)	1%	2%	-7%
40%[activator]	-6%	-8%	-0.4	-3%	-10%	COc1ccc(NC(=S)N(CCc2c(C)[nH]c3ccccc23)Cc2ccco2)cc1	3%	12%	14%
327%[activator]	-11%	-9%	0.8	2%	-1%[58.9 µM]	CCOC(=O)CNC(=O)C1COc2ccccc2O1 (stereo not drawn)	7%	5%	0%
1%	4%	-12%	0.5	-1%	163%[activator]	CS(=O)(=O)c1ccc2nc(NC(=O)C3CC(=O)N(c4ccccc4)C3)sc2c1 (stereo not drawn)	1%	38%	-23%
-28%	8%	-15%	-0.2	-11%	-3%	CCc1ccc(N2C(=O)CC(N(CC3CCCO3)C(=O)/C=C/C(=O)O)C2=O)cc1 (stereo not drawn)	5%	-5%	45µM*
8%	-8%	2%	-0.4	-5%	-5%	CCCn1c(CNS(=O)(=O)c2ccc(C)cc2)nc2ccccc21	-1%	-2%	-16%
?	-20%	-17%	0.4	-6%	66%[activator]	Cc1cc(NC(=O)Cn2ccsc2=N)c([N+](=O)[O-])cc1C	9%	-1%	18%
15%	5%	-10%	0.1	5%	154%[activator]	CC(C)N(C(=O)COC(=O)[C@@H]1CC(O)CN1S(=O)(=O)c1ccccc1[N+](=O)[O-])C(C)C (stereo partly drawn)	1%	20%	7%
38%[activator]	-3%	-8%	-0.4	-1%	-8%	O=C(C(Cc1ccccc1)n1cccc1)N1CCCCCC1 (stereo not drawn)	6%	2%	2%
-14%	31%[activator]	-4%	6.3	-1%	22µM*	Cc1cc(Cl)n2c(nc3ccccc32)c1C#N	6%	-11%	89µM*

(cont.)
ALOX12 inh	Apoferritin bind	POLK inh	TRHR ag	BLM helicase inh	POLI inh	Compound	ERG Ets-DNA blk	APEX1 inh	Pol beta inh
-18%	-11%	-28%	0.7	-14%	-17%	O=C(OCC(=O)c1cccs1)c1ccc([N+](=O)[O-])o1	-3%	3%	0%
8%	-16%	-17%	-0.1	-4%	86%[activator]	COc1cc(C(=O)NNC(=O)c2ccc(NC(=O)C(C)(C)C)cc2)cc(OC)c1OC	9%	18%	14%
-1%	.	-15%	.	.	4%	C=CC[C@H](CC(=O)N(CCO)Cc1ccccc1)C(=O)N[C@H](COC(=O)[C@@H](CC=C)CC(=O)OC(C)(C)C)Cc1c[nH]c2ccccc12	-4%	-25%	.
.	-7%	-3%	0.8	-7%	12%	COc1ccc(-c2csc3ncnc(N4CCN(c5cccc(Cl)c5)CC4)c23)cc1	2%	-12%	5%
11%	-2%	2%	0.0	-1%	22%	COc1ccc(Cn2ccc3nc(C)c(C(=O)N4CCN(c5ccccc5)CC4)cc3c2=O)cc1	0%	.	22%
8%	-16%	-8%	0.7	2%	15%	COc1ccc(-c2cc(C(=O)OCC(=O)Nc3ccc4c(c3)OCO4)c3ccccc3n2)cc1	10%	-7%	21%
14%	.	-1%	.	.	3%	O=C1CN(C(=O)COC(=O)CCc2ccccc2O)c2ccccc2N1	7%[15.4 µM]	-2%	.
2%	-5%	-11%	-0.3	-2%	119%[activator]	CCCCc1nc(SCCN2CCOCC2)c2c(=O)n(C)c(=O)n(C)c2n1	5%	4%	7%

Additional entries follow.
ALOX12 inh	Apoferritin bind	POLK inh	TRHR ag	BLM helicase inh	POLI inh	Compound	ERG Ets-DNA blk	APEX1 inh	Pol beta inh
0%	-7%	-3%	-0.7	-7%	14%	O=S(=O)(c1ccccc1)N1CCCN(S(=O)(=O)c2ccccc2)CC1	-1%	-9%	8%
2%	-17%	-2%	0.1	-2%	108%[activator]	CCc1ccccc1OCC(=O)OCC(=O)c1c(N)n(C)c(=O)n(C)c1=O	-7%	-8%	-26%
?	-3%	-14%	0.1	-2%	79%[activator]	Nn1c(COc2ccccc2F)nnc1SCC(=O)NC1CCCC1	-3%	5%	18%
-23%	-8%	0%	-1.2	-11%	16%	COc1ccnc(Oc2ccccc2)c1C#N	-14%	17%	21%
73%[activator]	.	5%	.	.	28%	O=C1CCC(c2ccccc2)c2ccccc21 (stereo not drawn)	0%	.	.
40%[activator]	2%	-11%	0.4	-5%	6%	CN(Cc1ccccn1)C(=O)CC1C(=O)NCCN1Cc1ccc(F)cc1Cl (stereo not drawn)	-6%	6%	16%
-7%	-2%	-6%	-0.5	-16%	-6%	O=C(COC(=O)Cc1c(Cl)cccc1Cl)NCCC1=CCCCC1	-4%	16%	15%
-10%	-7%	0%	0.3	-3%	15%	O=C(Nc1c(Cl)ccc2nsnc12)c1cccnc1	9%	3%	25%

Next section.
ALOX12 inh	Apoferritin bind	POLK inh	TRHR ag	BLM helicase inh	POLI inh	Compound	ERG Ets-DNA blk	APEX1 inh	Pol beta inh
6%	7%	-7%	0.7	-1%	-23%	O=C(NC1CCN(C(=S)Nc2ccccc2)CC1)C1CCCCC1	21%	3%	44%
?	4%	-7%	0.4	-13%	?	Nc1ccc(S(=O)(=O)N2CCC(Cc3ccccc3)CC2)cc1	-4%	44%	0%
i	-1%	-1%	0.1	-5%	317%[activator]	C/C(CC(=O)NCCN1CCOCC1)=N\NC(=O)c1ccncc1	5%	-1%	-2%
0%	2%	-12%	0.5	0%	28µM*	N#C/C(=C\c1cccs1)C(=O)c1ccccc1	81%[activator]	-2%	?
5%	-2%	-7%	0.0	-2%	?	CC(=O)OCC(=O)Nc1c(C)cccc1C	7%	-7%	20%
.	-14%	3%	0.6	2%	13%	CCOc1ccccc1NC(=O)Cn1c(=O)c(OCC)nc2cnccc21	6%	13%	17%
37%[activator]	-8%	-10%	-1.0	-2%	-11%	COc1ccc(-c2nc(Cn3c(SCc4ccc(C)cc4)nc4ccncc43)c(C)o2)cc1OC	-4%	9%	2%
-27%	?	6%	0.1	-2%	51%[activator]	COc1ccc(C(=O)c2cn(Cc3cccc(C)c3)c3cc4c(cc3c2=O)OCCO4)cc1OC	7%	.	3%

Additional records follow.
ALOX12 inh	Apoferritin bind	POLK inh	TRHR ag	BLM helicase inh	POLI inh	Compound	ERG Ets-DNA blk	APEX1 inh	Pol beta inh
16µM*	?	4%	-0.7	-1%	14%	O=C1CCCCCN1Sc1ccccc1	7%	4%	-13%
8%	-12%	0%	0.0	3%	-16%	C=CCOC(=O)C1=C(C)Nc2nnnn2C1c1ccc(OC)cc1OC (stereo not drawn)	-6%	3%	18%
0%	-6%	-18%	0.9	1%	24%	CCN(CC)C(=O)C1CCCN(C(=O)CCn2nnnc2CN2CCOCC2)C1 (stereo not drawn)	0%	-2%	-3%
?	-2%	-14%	-0.1	-3%	16%	O=C1N/C(=N/N=C/c2ccc(F)cc2)SC1c1ccccc1 (stereo not drawn)	-1%	-5%	5%
